Assay outcomes from PubChem BioAssay.
GPR151 ag – activators of human GPR151 | Q8TDV0 | PathHunter beta-arrestin GPR151 cells, luminescence | activation, % at 11.2 µM | 650,000 compounds, 1% hits; in the data active = activation above about 4.9%;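 also: 0% = median of compound wells and 100% = cells with positive control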
Target sequence (Q8TDV0 whole entry, looked up): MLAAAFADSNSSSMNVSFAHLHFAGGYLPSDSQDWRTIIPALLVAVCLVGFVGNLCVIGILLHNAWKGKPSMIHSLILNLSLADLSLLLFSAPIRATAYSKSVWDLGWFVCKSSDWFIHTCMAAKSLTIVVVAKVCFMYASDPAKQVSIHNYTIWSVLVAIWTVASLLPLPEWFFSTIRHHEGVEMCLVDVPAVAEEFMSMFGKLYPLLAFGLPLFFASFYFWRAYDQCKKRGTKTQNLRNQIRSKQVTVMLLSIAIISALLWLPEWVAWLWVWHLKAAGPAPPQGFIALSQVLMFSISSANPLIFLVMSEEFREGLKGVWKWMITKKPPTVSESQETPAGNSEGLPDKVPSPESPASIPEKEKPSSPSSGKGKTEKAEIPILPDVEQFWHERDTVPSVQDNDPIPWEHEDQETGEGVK
MITF inh – inhibitors of human MITF; O75030; AlphaScreen MITF homodimerization, bead proximity signal; inhibition, % at 2.6 µM; 650,000 compounds, 0.91% hits; AID 1259374; in the data active = inhibition above about 50%;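 also: 0% = vehicle wells with protein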
Target sequence (O75030 whole entry, looked up): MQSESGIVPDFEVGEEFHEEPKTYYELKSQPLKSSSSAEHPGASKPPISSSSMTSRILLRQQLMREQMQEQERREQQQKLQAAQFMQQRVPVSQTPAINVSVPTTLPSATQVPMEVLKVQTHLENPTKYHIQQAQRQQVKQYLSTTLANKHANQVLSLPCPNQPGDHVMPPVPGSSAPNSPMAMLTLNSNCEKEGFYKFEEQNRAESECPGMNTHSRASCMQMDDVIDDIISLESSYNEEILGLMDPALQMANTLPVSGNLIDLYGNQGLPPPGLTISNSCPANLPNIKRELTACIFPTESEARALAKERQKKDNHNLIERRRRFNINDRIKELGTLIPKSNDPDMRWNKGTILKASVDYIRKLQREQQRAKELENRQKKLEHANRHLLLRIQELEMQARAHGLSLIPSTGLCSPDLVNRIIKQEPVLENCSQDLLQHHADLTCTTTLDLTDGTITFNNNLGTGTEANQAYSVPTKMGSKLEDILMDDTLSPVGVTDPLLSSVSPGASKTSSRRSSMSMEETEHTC
FBW7 act – activators of human E3 ligase FBW7; 650,000 compounds, 0.13% hits; AID 1259310; Q969H0; AlphaScreen FBW7–phospho-cyclin E peptide binding, activator screen; normalized activity (activation), % at 26.1 µM; in the data active = normalized activity above about 1.9%;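 also: purified mutant Fbw7 with reduced substrate affinity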
TEAD-YAP block – TEAD-YAP interaction inhibition | HEK-TIYL cells, TEAD-Gal4/YAP UAS-luciferase luminescence | inhibition, % at 9.12 µM | 640,000 compounds, 1.4% hits | AID 1259422; in the data active = inhibition above about 32%;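 also: 0% = median of test compound wells and 100% = reference inhibitor wells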
Active calls of the source: *; & = joins results of further samples.

SMILES	GPR151 ag	MITF inh	FBW7 act	TEAD-YAP block
CC(=O)Nc1ccc(NC(=O)c2ccc3nc(-c4ccc(C(=O)NC5CC5)cc4)sc3c2)cc1	11*	2	0.0	10
Cc1nc2ccccn2c1C(=O)NCc1cccc(Cl)c1	4.5	10	0.3	-4
CCC(=O)Nc1cc(C(=O)NCC2CCCN2CC)c(OC)cc1N(C)C (stereo not given)	0.7	7	0.0	-4
CCCOc1ccc(OCCSc2nc3ccccc3s2)cc1	2.2	10	0.1	-1
CC(=O)CCC(=O)Nc1ccc(Oc2cccc(C)c2)cc1	2.1	5	0.0	6
CC(NC(=O)c1cccs1)c1ccc2c(c1)OCO2 (stereo not given)	-0.4	-2	0.2	5
O=[N+]([O-])c1ccccc1/C=C/CN1CCN(c2ccccc2)CC1	-0.4	40	0.0	-1
CCCCCCCCCCCNC(=O)C(=O)Nc1nccs1	-0.4	-8	-0.1	3
S=C(NCc1ccccc1)N/N=C/c1ccccn1	-1.0	52*	-0.5	89*
CC(=O)c1cccc(S(=O)(=O)N2CCC(C(N)=O)CC2)c1	-0.3	9	0.2	-10
CCOc1ccc(S(=O)(=O)N(CC(=O)Nc2ccc3c(c2)OCO3)c2ccccc2)cc1	-0.9	6	0.0	-32
CCN(CC(=O)Nc1ccc(C(C)=O)cc1)CC(=O)Nc1ccc2c(c1)OCCO2	0.2	80*	-0.2	-1
O=[N+]([O-])c1cccc(CSc2nnc(-c3cnccn3)o2)c1	-0.9	-5	0.0	1
Cc1cc(C)cc(NC(=O)c2ccc(-n3cnnn3)cc2)c1	-1.3	-5	-0.2	-10
O=C(C1CCCN1c1nnc(N2CCCC2=O)s1)N1CCCCCC1 (stereo not given)	-1.3	-2	0.5	4
CNNC(=S)Nc1ccc(F)c(C)c1	-1.3	-5	0.1	3
CCOc1ccccc1-n1c(=S)sc2c(=O)n(-c3ccccc3C)c(SCC(=O)Nc3cccc(OC)c3)nc21	-0.6	-6	0.0	-8
COc1cc(OC)cc(C(=O)OCc2cc(C(C)=O)ccc2OC)c1	0.3	14	0.6	4
COCCN=c1scc(-c2ccco2)n1/N=C/c1ccc(O)c(O)c1O	0.3	41	-0.5	-9
O=C(COC(=O)C1CCC(=O)N1)Nc1nc(-c2ccccc2Cl)cs1 (stereo not given)	-0.3	-2	-0.2	-20
CC(=O)Nc1ccc(Oc2cc([N+](=O)[O-])cc3c2C(=O)Nc2ccccc2O3)cc1	1.3	11	0.7	-1
C=CCN(CC=C)C(=O)C1CCN(C2CCN(Cc3cccc(C)n3)CC2)CC1	-0.8	-6	0.0	10
COCCSc1nsc(NC(=O)Nc2cccc(C(C)=O)c2)n1	0.4	3	0.0	33*
CC(C)C12CN3CC(C(C)C)(CN(C1)C3c1cc(Br)ccc1O)C2=O (stereo not given)	-0.2	4	-0.1	9
CCN(CC)S(=O)(=O)c1ccc(C(=O)N2CCN=C2SC)cc1	-0.9	-6	-0.2	0

20 entries from above, bar-delimited:
Compound | GPR151 ag | MITF inh | FBW7 act | TEAD-YAP block
CC(=O)CCC(=O)Nc1ccc(Oc2cccc(C)c2)cc1 | 2.1 | 5 | 0.0 | 6
CC(NC(=O)c1cccs1)c1ccc2c(c1)OCO2 (stereo not given) | -0.4 | -2 | 0.2 | 5
O=[N+]([O-])c1ccccc1/C=C/CN1CCN(c2ccccc2)CC1 | -0.4 | 40 | 0.0 | -1
CCCCCCCCCCCNC(=O)C(=O)Nc1nccs1 | -0.4 | -8 | -0.1 | 3
S=C(NCc1ccccc1)N/N=C/c1ccccn1 | -1.0 | 52* | -0.5 | 89*
CC(=O)c1cccc(S(=O)(=O)N2CCC(C(N)=O)CC2)c1 | -0.3 | 9 | 0.2 | -10
CCOc1ccc(S(=O)(=O)N(CC(=O)Nc2ccc3c(c2)OCO3)c2ccccc2)cc1 | -0.9 | 6 | 0.0 | -32
CCN(CC(=O)Nc1ccc(C(C)=O)cc1)CC(=O)Nc1ccc2c(c1)OCCO2 | 0.2 | 80* | -0.2 | -1
O=[N+]([O-])c1cccc(CSc2nnc(-c3cnccn3)o2)c1 | -0.9 | -5 | 0.0 | 1
Cc1cc(C)cc(NC(=O)c2ccc(-n3cnnn3)cc2)c1 | -1.3 | -5 | -0.2 | -10
O=C(C1CCCN1c1nnc(N2CCCC2=O)s1)N1CCCCCC1 (stereo not given) | -1.3 | -2 | 0.5 | 4
CNNC(=S)Nc1ccc(F)c(C)c1 | -1.3 | -5 | 0.1 | 3
CCOc1ccccc1-n1c(=S)sc2c(=O)n(-c3ccccc3C)c(SCC(=O)Nc3cccc(OC)c3)nc21 | -0.6 | -6 | 0.0 | -8
COc1cc(OC)cc(C(=O)OCc2cc(C(C)=O)ccc2OC)c1 | 0.3 | 14 | 0.6 | 4
COCCN=c1scc(-c2ccco2)n1/N=C/c1ccc(O)c(O)c1O | 0.3 | 41 | -0.5 | -9
O=C(COC(=O)C1CCC(=O)N1)Nc1nc(-c2ccccc2Cl)cs1 (stereo not given) | -0.3 | -2 | -0.2 | -20
CC(=O)Nc1ccc(Oc2cc([N+](=O)[O-])cc3c2C(=O)Nc2ccccc2O3)cc1 | 1.3 | 11 | 0.7 | -1
C=CCN(CC=C)C(=O)C1CCN(C2CCN(Cc3cccc(C)n3)CC2)CC1 | -0.8 | -6 | 0.0 | 10
COCCSc1nsc(NC(=O)Nc2cccc(C(C)=O)c2)n1 | 0.4 | 3 | 0.0 | 33*
CC(C)C12CN3CC(C(C)C)(CN(C1)C3c1cc(Br)ccc1O)C2=O (stereo not given) | -0.2 | 4 | -0.1 | 9

(cont.)
SMILES	GPR151 ag	MITF inh	FBW7 act	TEAD-YAP block
Cn1cc(S(=O)(=O)NC2CCCCCC2)c(=O)n(C)c1=O	2.9	8	0.0	-5
COc1cc(OC)c(NC(=O)NCc2noc3ccccc23)cc1Cl	0.2	-4	0.0	-1
Cc1cc(C(=O)N(C)C(Cc2ccccc2)C2CCN(C3CCSCC3)CC2)n(C)n1 (stereo not given)	0.8	-4	-0.6	3
CC(C)(C)c1ccc(C(=O)n2cc(Cl)cn2)cc1	-0.9	9	0.3	4
CCN(CC)S(=O)(=O)c1ccc(C(=O)NNc2nc(-c3ccccc3)c3cc(Br)ccc3n2)cc1	-0.6	12	0.1	-2
CC12CCC(=O)N1C(C(=O)Nc1nc(-c3ccccc3)cs1)CS2 (stereo not given)	-1.1	0	-0.1	-12
Cc1nc(N2CCOCC2)c2c(C)c(C(=O)N3c4ccc(F)cc4CCC3C)sc2n1 (stereo not given)	0.5	12	0.0	-9
Cc1ccc(S(=O)(=O)NC2c3ccccc3Oc3ccccc32)cc1	0.3	4	0.1	-18
CCOC(=O)c1cnc2c(C)c(Cl)ccc2c1NCc1ccco1	1.0	-11	-0.3	-3
O=C(Oc1cccc(-c2cnc3ccccc3n2)c1)c1ccc(-c2nnc(-c3ccccc3)o2)cc1	-0.8	4	0.1	1
O=C(Nc1cccc(Cl)c1)c1ccc(F)c(S(=O)(=O)N2CCN(c3ccccc3F)CC2)c1	-0.6	8	0.0	7
O=C1OC(c2cccc(I)c2)=N/C1=C\c1cccc(F)c1	1.2	-1	0.0	-3
COc1ccc(NC(=S)N2CCC(NC(=O)c3ccco3)CC2)cc1	-0.3	-9	-0.1	-4
COc1ccccc1/C=C(\NC(=O)c1ccccc1)C(=O)N1CCCCCC1	-0.4	0	0.0	2
CC(C)c1ccc(NC(=O)c2ccc(F)c(S(=O)(=O)N3CCOCC3)c2)cc1	2.3	-2	0.0	-3
CCOc1ccc(NC(=O)C2CC(=O)N(c3ccc(C(C)C)cc3)C2)cc1 (stereo not given)	-0.7	4	0.0	5
COc1ccc(CCNC(=O)c2cccc(-n3c(=S)[nH]c4cc(Cl)ccc4c3=O)c2)cc1OC	5.8*	13	-0.2	5
COc1cccc2c(C)cc(N3CCC(C)CC3)nc12	-0.2	-1	0.2	20
Cc1csc(NC(=O)C2CCCN(S(=O)(=O)c3cnc[nH]3)C2)n1 (stereo not given)	-0.4	14	0.0	0
CC(C)C(NC(=O)CNC(=O)OC(C)(C)C)C(=O)NCc1ccccc1 (stereo not given)	1.2	7	0.1	9
CC(C)c1ccc(CNc2ccc3oc(-c4ccccc4)nc3c2)cc1	2.1	-7	-0.2	-17
O=[N+]([O-])c1ccc(N2CCN(CCO)CC2)cc1NCc1cccnc1	-1.9	-1	0.1	-9
Cc1cc(C(=O)COC(=O)CC(C)(C)C)c(C)n1-c1ccc2c(c1)OCO2	2.3	-2	-0.2	-32
C=CCNC(=O)c1cc(C)nc2ccccc12	1.9	9	0.3	11
COc1cccc(/C=C2/SC(=O)NC2=O)c1OC	2.3	2	0.2	2

The results go on.
SMILES	GPR151 ag	MITF inh	FBW7 act	TEAD-YAP block
COc1cc(CN2CCc3c(nc(N4CCC(C)CC4)[nH]c3=O)C2)ccc1O	0.3	4	-0.1	-6
COCCn1c(=NC(=O)c2cccc(S(C)(=O)=O)c2)sc2cc(C)ccc21	-1.1	10	-0.2	-7
O=C(CN1CCN(Cc2ccc(Cl)cc2)C1=O)NCCc1ccc(Cl)cc1	0.8	-4	0.0	1
COc1cc(/C=C/C(=O)C2C(=O)C=C(C)OC2=O)ccc1OCC#N (stereo not given)	-0.6	-1	-0.1	-4
Cc1nc2sc(C(c3ccccc3)N3CCC(C(N)=O)CC3)c(O)n2n1 (stereo not given)	-0.8	4	0.1	12
CC(C)n1cnc2c(NCc3nc4ccccc4[nH]3)nc(Nc3ccccn3)nc21	0.7	0	0.6	85*
CCOc1ccc(-c2cc(=O)n(Cc3cccc(F)c3)cn2)cc1	1.5	-2	0.0	2
O=C(Cn1nc(C(=O)O)c2ccccc2c1=O)NC1CCCCCC1	0.7	-17	-0.1	4
COc1ccccc1-c1nnc(SCCN2CCOCC2)n1C	0.3	1	0.1	5
CCOC(=O)c1c(NC(=O)C(C)Sc2nnc(CNC(=O)c3ccc(OC)c(OC)c3)n2C)sc2c1CCCCC2 (stereo not given)	0.1	-9	0.0	-5
N=C1S/C(=C/c2ccc(-c3cccc(C(=O)O)c3)o2)C(=O)N1c1nccs1	0.9	10	-0.2	6
O=C(O)C1CC(=O)N(c2ccccc2Cl)C1 (stereo not given)	1.8	-5	-0.2	0
CC(C)(C)C(=O)Nc1cccc(-c2nc3ccccc3c(=O)o2)c1	-2.0	5	-0.1	11
CCOC(=O)c1c(NC(=O)c2ccc(Cl)cc2)sc(C)c1C	0.2	-8	-0.1	9
NC(C(=O)O)c1ccc(Cl)cc1Cl (stereo not given)	-1.5	-9	0.5	-4
Cc1ccc(-n2nc(C)c(C3(O)C(=O)Nc4c(Cl)cc(Cl)cc43)c2N)c(C)c1 (stereo not given)	-1.5	-4	0.3	-3
CCCCOc1cccc(C(=O)Nc2ccc(NC(=O)c3cccs3)cc2)c1	0.2	2	0.0	1
CC1(C)CC(NC(=O)N2c3ccccc3Sc3ccccc32)CC(C)(C)N1	-1.0	-2	0.0	-4
Cc1ccc(NC(=O)C2C3C=CC(C3)C2C(=O)O)c(Br)c1 (stereo not given)	0.9	5	-0.1	10
COc1ccc(-c2nn3c(SCC(=O)Nc4ccccc4)nnc3[nH]c2=O)cc1	-1.1	-25	0.1	-8
O=C(Nc1ccccc1Cl)c1ccc(F)c(S(=O)(=O)NCc2ccc(Cl)c(Cl)c2)c1	0.5	1	0.1	5
CC(C)Oc1ccc(NS(=O)(=O)c2ccc3oc(=O)ccc3c2)cc1	-0.9	-1	-0.1	-9
COc1ccccc1NC(=O)N1CCN(c2nc(-c3ccc(Cl)cc3)cs2)CC1	-1.5	5	-0.4	-5
CCN(C1=C(N2CCOCC2)C(=O)c2ccccc2C1=O)c1ccccc1	-1.5	36	-0.4	16
NC(=O)c1cc(NC(=O)c2cccc([N+](=O)[O-])c2)ccc1N1CCOCC1	-0.9	8	-0.2	-6

Following part:
SMILES	GPR151 ag	MITF inh	FBW7 act	TEAD-YAP block
c1cc2c(cc1OCCNCCN1CCOCC1)CCC2	0.4	0	-0.2	4
C=CCc1cccc2cc(C(=O)NNC(=O)c3ccc([N+](=O)[O-])cc3)c(=O)oc12	0.7	16	0.0	11
O=C(Cc1coc2cc3c(cc12)CCC3)Nc1cccnc1	1.2	6	0.0	8
CCCCn1c(SCc2ccccc2)nc2c1c(=O)[nH]c(=O)n2C	-0.1	-12	-0.1	-16
O=C(O)c1cccc(Nc2nc3ccc(C(=O)c4ccccc4)cc3n3cnnc23)c1	0.3	7	0.0	-3
CCN(CC)S(=O)(=O)c1ccc(C(=O)NC(=S)N2CCCCC2C)cc1 (stereo not given)	3.0	4	0.1	9
O=C(c1ccc2c(c1)N(Cc1ccccc1)C(=O)c1ccccc1S2=O)N1CCOCC1 (stereo not given)	0.1	-9	-0.3	-11
COc1ccc(C(=O)Oc2ccc(C=C3C(=O)NC(=O)NC3=O)cc2OC)cc1	-2.0	9	-1.0	8
CCCNNC(=O)C(O)(c1ccccc1)c1ccccc1	-0.4	4	0.2	-7
Cc1ccc(NC(=O)CCCOc2cc(=O)n(C)c3ccccc23)c(Cl)c1	0.3	4	-0.2	-7
COCCOC(=O)C1=C(C)NC2=C(C(=O)CC(c3ccccc3)C2)C1c1ccccc1F (stereo not given)	-0.6&-0.6	-13&29	0.1&0.0	15&12
O=C(O)c1cc(S(=O)(=O)Nc2nc(-c3ccccc3)cs2)ccc1Cl	1.0	2	-0.1	-35
CN(C)c1ccc(/C=C(\C#N)c2nc3ccccc3s2)cc1	0.2	2	-0.1	-12
CC(=O)N1CCC(N(C(=O)Nc2cccc(C(F)(F)F)c2)C(C)C)CC1	0.2	2	0.0	7
CCOc1ccc(-n2c(-c3ccccc3)c[n+]3c2CCC3)cc1	-0.1	1	0.0	49*
NC(=O)c1ccc(-c2cc(C(=O)NCCCN3CCCC3=O)ccn2)cc1	-1.0	0	0.1	4
COc1ccnc(N2CCC(NCc3cccc(N(C)C)c3)CC2)n1	-2.3	4	-0.1	5
CN(C(=O)c1ccccn1)c1nnc(C2CCCO2)s1 (stereo not given)	-0.5	7	-0.1	-19
